Source: PubChem (several laboratories)
sPLA2-III inh = Inhibits HGIII-sPLA2 liposome hydrolysis, primary screen | 370,000 compounds, 0.56% hits | QFRET BODIPY PC-A2 liposome hydrolysis, fluorescence | inhibition, % at 12.2 µM | Q9NZ20 | AID 743126;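 active = inhibition above mean plus 3 SD of compounds lying within the high and low control bounds, cut at about 19% in these data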;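 also: 0% = median of test compound wells and 100% = no enzyme DMSO wells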
Target sequence (Q9NZ20 whole entry, looked up): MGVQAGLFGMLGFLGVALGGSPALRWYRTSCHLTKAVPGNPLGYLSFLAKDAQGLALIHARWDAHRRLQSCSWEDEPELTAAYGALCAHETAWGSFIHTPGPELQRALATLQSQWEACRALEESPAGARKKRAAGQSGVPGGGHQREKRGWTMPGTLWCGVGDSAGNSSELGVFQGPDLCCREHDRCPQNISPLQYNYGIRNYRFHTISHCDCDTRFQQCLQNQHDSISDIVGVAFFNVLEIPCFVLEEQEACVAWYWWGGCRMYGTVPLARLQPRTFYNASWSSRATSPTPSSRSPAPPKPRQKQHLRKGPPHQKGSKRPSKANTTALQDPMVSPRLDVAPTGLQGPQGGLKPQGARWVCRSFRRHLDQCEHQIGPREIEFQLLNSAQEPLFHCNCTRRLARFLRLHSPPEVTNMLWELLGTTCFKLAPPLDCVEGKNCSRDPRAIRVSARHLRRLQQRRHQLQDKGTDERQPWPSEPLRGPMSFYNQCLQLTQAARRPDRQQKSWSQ
GAA850 FXN act = increases GAA850 frataxin promoter reporter activity; activation, % at 6 µM; 360,000 compounds, 0.56% hits; HEK293 lucGAA850 FXN promoter luciferase reporter, 24 h; percent of 10 µM SAHA response;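 active = activation above the average of all compounds screened plus 3 SD, cutoff fixed separately per campaign, cut at about 7.5% in these data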;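 also: 0% = DMSO wells and 100% = 10 µM SAHA wells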
DAX1 inh-1 = blocks DAX1 repression of SF-1 activated StAR promoter; HEK293T StAR-luciferase reporter, SF-1/DAX-1 repression relief; inhibition, % at 6.8 µM; 370,000 compounds, 1.1% hits; AID 652010;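 active = inhibition above the mean over all tested compounds plus 3 SD, cut at about 3.6% in these data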;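 also: 0% = DAX-1 cells with DMSO and 100% = cells lacking DAX-1 with DMSO; higher inhibition means more luminescence from relief of DAX-1 repression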
DAX1 inh-2 = inhibitors of human orphan nuclear receptor DAX1 (NR0B1); 340,000 compounds, 0.99% hits; inhibition, % at 6.75 µM; HEK293 Gal4-DAX1 luciferase reporter, luminescence; P51843; AID 504766;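 active = inhibition above the mean over all tested compounds plus 3 SD, cut at about 4.2% in these data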;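 also: 0% = DAX1-transfected cells with DMSO and 100% = empty-vector control cells with DMSO; inhibition shows as a rise in luminescence from relieved DAX1 repression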
Target sequence (P51843 207-470 limits assumed): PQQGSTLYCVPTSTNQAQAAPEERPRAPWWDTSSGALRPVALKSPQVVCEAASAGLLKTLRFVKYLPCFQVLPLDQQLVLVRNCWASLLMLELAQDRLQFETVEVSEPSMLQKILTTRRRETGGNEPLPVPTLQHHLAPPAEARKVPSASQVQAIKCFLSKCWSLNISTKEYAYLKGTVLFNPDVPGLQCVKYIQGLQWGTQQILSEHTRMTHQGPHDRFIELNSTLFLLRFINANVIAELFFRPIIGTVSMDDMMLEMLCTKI
ssDAF12 agonist = S. stercoralis DAF-12 activation, primary screen | AID 652126 | 370,000 compounds, 1% hits | activation, % at 6.8 µM | HEK293 ssDAF-12/GRIP1 lit1-tk-luc reporter, luminescence; % of 3 µM dafachronic acid response;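 active = activation above the mean over all tested compounds plus 3 SD, cut at about 0.9% in these data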;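 also: 0% = DMSO-only wells and 100% = 3 µM delta7-dafachronic acid wells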
PLC-beta3 inh = inhibitors of human phospholipase C beta3; inhibition, % at 12.2 µM; Q01970; 370,000 compounds, 0.18% hits; Purified PLC-beta3, fluorogenic substrate, fluorescence; in the data active = inhibition above about 11%;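 also: 0% = median of compound wells on plate and 100% = full blocker control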
hgDAF-12 ag = agonists of H. glycines DAF-12 nuclear receptor. HEK293 GAL4-hgDAF12 UAS-luciferase reporter, agonist luminescence; normalized to butyrate control. activation, % at 6.8 µM. 370,000 compounds, 1.8% hits;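 active = activation above a cutoff set at the mean of all screened compounds plus 3 SD, cut at about 10% in these data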;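 also: 0% = DMSO wells and 100% = sodium butyrate wells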
hcDAF12 agonist = activators of H. contortus DAF-12 nuclear receptor; HEK293 hcDAF-12 lit1-tk-luc reporter, luminescence; 0% DMSO, 100% Δ7-dafachronic acid; activation, % at 6.8 µM; 370,000 compounds, 1.4% hits;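 active = activation above the mean of all tested compounds plus 3 SD, cut at about 5.5% in these data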;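 also: 100% = response to 3 µM Δ7-dafachronic acid high control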
PG9 binder = PG9 antibody binding by small molecule. inhibition, % at 6.7 µM. 360,000 compounds, 0.43% hits. AID 624416. TR-FRET gp120-PG9 antibody binding; in the data active = inhibition above about 8.5%
SMARCA2 activ = activators of SMARCA2 function; MG213 cells, MMTV-luciferase reporter, dexamethasone, overnight; activation, % at 9.1 µM; 370,000 compounds, 1% hits; AID 652017; in the data active = activation above about 7.8%;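 also: 0% = vehicle wells and 100% = reference activator wells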
Rev-erbA mod = modulates human Rev-erb alpha binding to DNA. P20393. Rev-erbα–FITC-DNA binding, fluorescence polarization, 90 min. activity, % at 10 µM. 370,000 compounds, 0.79% hits. AID 1259318;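 active = activity above about 14%, limit read from the data; passing the limit was not always enough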;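 also: 0% = DMSO wells with 35 nM protein and 100% = DMSO wells with 750 nM protein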
* marks the source's active call; other numbers are inactive results; . = not tested or not shown.

SMILES	sPLA2-III inh	GAA850 FXN act	DAX1 inh-1	DAX1 inh-2	ssDAF12 agonist	PLC-beta3 inh	hgDAF-12 ag	hcDAF12 agonist	PG9 binder	SMARCA2 activ	Rev-erbA mod
COCCNC(=O)c1c(CSc2ccc(Cl)cc2)noc1C(=O)NCc1ccccc1	-6	-0.7	0.2	1.4	-1.3	2	1.4	0.3	0.8	1	-2
CC(C)Cn1c(CN2CCN(C(=O)c3ccco3)CC2)nc2c1c(=O)n(C)c(=O)n2C	2	-1.0	0.1	0.0	-0.3	-2	0.3	-0.1	-0.7	4	0
CCCCNC(=O)C[C@@H]1C[C@@]2(C(=O)OCC)CCCC=C2N(Cc2ccccc2)C1=O	-1	.	-0.3	.	-1.0	3	1.2	0.1	-1.1	-2	1
CCOC(=O)C1=C(C)NC(=O)C1(NC(=O)c1cccnc1)C(F)(F)F (stereo not given)	3	0.6	0.7	-0.8	-0.7	0	-2.8	-0.1	-1.3	3	2
COc1ccc(OCC(=O)NNC(=O)c2nn(C)c(=O)c3ccccc23)cc1	1	0.6	0.5	1.6	-1.5	2	-0.1	-3.1	-1.1	5	0
CCc1ccc(NC(=O)C2CCN(S(=O)(=O)c3cnc[nH]3)CC2)cc1	-29	1.2	0.0	0.6	-0.6	-3	0.2	4.1	3.1	2	10
Cc1ccsc1C(=O)NNC(=O)c1ccc(NS(=O)(=O)c2cccs2)cc1	-7	-1.2	1.3	0.3	-1.2	-6	2.1	1.2	-0.6	-2	-3
Cc1cc(C(=O)OCC(=O)NCc2cccs2)c2ccccc2n1	-6	0.1	-0.2	-0.9	-1.0	-13	-0.1	1.0	1.2	0	-6
Cc1cc(C)cc(N(C(C)C(=O)N2CCCC2)S(C)(=O)=O)c1 (stereo not given)	7	-1.8	0.1	0.7	-1.8	-1	1.0	-0.6	-1.5	-2	-4
CCC(C)C(NC(=O)C(C)NC(=O)CNC(=O)CNC(=O)OCc1ccccc1)C(=O)OC (stereo not given)	5	-1.1	0.0	-1.5	-1.5	4	0.8	-0.6	0.2	1	1
CCOc1ccc(N2C(=O)CC(NCC3CCCO3)C2=O)cc1 (stereo not given)	6	0.9	0.2	-1.1	-1.0	-3	-2.9	0.0	-1.1	-3	-6
CCOC(=O)C1CCN(C(=O)Cn2nc(C)n3c(cc4cc(C)ccc43)c2=O)CC1	4	-0.2	0.4	0.4	-1.2	-17	1.8	-1.0	-1.2	1	2
O=C(COc1ccc(-n2cnnn2)cc1)Nc1ccccc1Cl	-2	-0.7	0.2	-1.6	-1.3	-5	2.0	-1.3	-0.8	2	-8
CCCN(Cc1ccccc1)S(=O)(=O)c1ccc(N2C(=O)CCC2=O)cc1	-6	0.4	-0.2	-0.6	-1.0	3	-2.4	-1.4	2.3	1	-2
CC(=O)NC1CCCCN(Cc2cccc(F)c2)C1=O (stereo not given)	-1	.	-1.2	.	-1.2	1	-1.4	1.6	.	-1	-4
Clc1ccc2c(N3CCOCC3)ccnc2c1	1	2.2	-0.5	0.1	-1.9	-8	0.8	-2.7	-0.3	1	2
CC(C)Cn1cc(C(=O)NCC2CCCO2)c2c3ccccc3n(C)c2c1=O (stereo not given)	2	-1.6	-0.6	-0.2	-1.0	-279	-0.1	1.4	-3.2	3	1
CCC1(CC)NC(=O)N(CC(=O)OCC(=O)Nc2sccc2C#N)C1=O	-3	1.2	0.4	1.1	-2.0	-3	1.5	0.1	-1.0	-1	-7
CCOc1ccc(CC(C(N)=O)C(N)=O)cc1	6	1.3	-0.2	1.6	-1.1	0	-2.2	-0.5	0.6	0	3
CN(CCC#N)C(=O)COC(=O)c1ccc2[nH]c3c(c2c1)CCCC3	-3	-2.9	-0.9	.	-1.8	-10	-4.5	-2.9	-1.6	0	-3
CC(=O)Nc1ccc(C2=NNC(=NCC3CCCO3)SC2)cc1 (stereo not given)	0	-0.6	0.5	0.3	-0.8	-52	-0.8	2.6	-1.9	-5	4
O=C(NCc1ccco1)c1sc2cc(F)ccc2c1Cl	-10	3.8	0.4	-0.4	-1.5	-1	5.6	-1.8	-1.8	3	-1
Cc1ccc(S(=O)(=O)N(CC(=O)NCc2ccco2)c2ccccc2C)cc1	-14	-1.5	0.0	-2.1	-1.3	-5	-1.4	-1.8	-0.3	-2	0
O=C1N2Cc3ccccc3C2CS(=O)(=O)N1C1CCCC1 (stereo not given)	18	.	-0.7	.	-0.6	1	4.9	-2.1	.	0	-5
Cc1cnc(C(=O)NCc2ccc(Cl)cc2Cl)cn1	-4	-1.6	0.2	-0.1	-1.3	-2	-0.8	-1.7	1.2	-2	-3
SMILES	sPLA2-III inh	GAA850 FXN act	DAX1 inh-1	DAX1 inh-2	ssDAF12 agonist	PLC-beta3 inh	hgDAF-12 ag	hcDAF12 agonist	PG9 binder	SMARCA2 activ	Rev-erbA mod
Cc1cc(C)n(-c2ccc(Cl)c(Cl)c2)n1	12	0.0	-0.5	-0.1	-0.9	2	-2.8	1.2	1.4	-2	2
O=C(c1cc(-c2cccc(Cl)c2)nc2ccccc12)N1CCCC1	-14	0.5	-0.1	0.1	-0.9	-12	-1.7	1.1	-0.6	0	3
Cc1ccc(S(=O)(=O)NCC2CCCO2)cc1[N+](=O)[O-] (stereo not given)	8	2.5	0.1	-0.9	-1.2	-3	-1.7	1.0	-0.8	0	0
O=C(Nc1ccnn1C1CCN(Cc2ccc(CO)o2)CC1)c1ccccc1Cl	2	0.6	0.5	0.0	-0.3	-7	0.7	-1.2	0.2	-2	-4
COc1ccc(CCN2C(=O)C(O)=C(C(=O)c3ccco3)C2c2cccs2)cc1OC (stereo not given)	-6	3.0	0.5	-0.1	-0.7	-7	-0.7	-0.7	3.5	-3	2
COc1cccc(CNC(=O)COC(=O)/C=C/c2ccc(SC)cc2)c1	-11	-0.8	-1.3	-0.7	-0.3	-169	1.0	-1.4	2.6	0	-3
CCCCNC(=O)C[C@H]1C[C@@]2(C(=O)OC)C(=C[C@H](C3CCCC3)O[C@@H]2C)N(Cc2cccc3ccccc23)C1=O	-11	.	-0.7	.	-1.2	5	-0.3	-1.9	.	-3	0
COCCCNC(=O)C[C@H]1C(=O)N(Cc2ccc(OC)cc2)C2=CCCCC[C@@]21C(=O)OC	1	.	-0.2	.	-1.2	3	0.5	-0.9	.	-2	8
Cn1c(N)c(C(=O)COC(=O)CCC(=O)c2cccs2)c(=O)n(C)c1=O	6	-4.1	-1.2	2.3	-0.8	5	-2.2	-1.0	1.7	1	-5
CN(c1ccccc1)S(=O)(=O)c1nnc(NC(=O)COc2ccccc2F)s1	-3	0.0	-0.2	-0.9	-0.6	-12	1.6	0.1	-2.2	-3	-10
O=C(CN1CCC(c2nc3ccccc3[nH]2)CC1)NCc1ccc2c(c1)OCO2	-3	-0.3	-0.6	1.4	-1.5	0	0.7	-2.3	-1.1	-2	-2
Cc1ccc(NC(=O)[C@H](Cc2c[nH]c3ccccc23)NC(=O)[C@@H]2Cc3ccccc3CN2)c(C)c1	-7	-9.6	-3.3	-2.8	-1.2	1	-7.3	-0.1	-0.7	1	-5
CCCCC1Cc2[nH]c(=S)[nH]c(=O)c2C(c2cccc3ccccc23)O1 (stereo not given)	-5	.	1.4	.	-0.7	0	-3.2	-0.9	-0.2	-5	-5
CC(C)OC(=O)/C(C#N)=C\c1cccnc1	-3	1.0	-0.6	2.1	-1.5	1	-0.9	1.8	-0.9	-1	-4
N#C/C(=C\c1ccccc1C(=O)O)c1nc2ccccc2[nH]1	-5	3.0	0.0	4.4*	-0.3	-311	3.7	3.3	-0.9	2	-2
Cc1cc(C)cc(NS(=O)(=O)c2ccc3[nH]c(=O)ccc3c2)c1	-5	-2.3	0.2	0.4	-1.2	-3	-3.5	-1.4	0.3	-4	-3
Cc1cc(C)cc(NC(=O)Nc2ccc(NC(=O)c3ccccc3O)cc2)c1	-11	-1.4	0.4	0.2	-0.8	-7	0.3	-2.3	0.6	-4	-4
Cc1c(C(=O)Oc2ccc(F)cc2)sc2ncn(Cc3cccc(F)c3)c(=O)c12	2	2.1	-0.2	-0.9	-1.2	0	-1.1	-1.5	-1.8	1	1
Cc1ccccc1C=Nc1ccccc1C(N)=O	0	-5.4	-2.5	-2.5	-0.8	-420	-1.4	-2.5	0.5	-2	-2
NNc1nc(-c2ccccc2)c2ccccc2n1	2	-0.1	-0.9	0.7	-0.7	-92	-5.0	-1.4	-0.6	-1	.
COCc1nc2ccccc2n1Cc1ccccc1	-1	-0.4	0.5	0.6	-0.8	0	1.8	-0.1	-0.1	2	3

Shown bar-delimited: part of the list above.
Molecule | sPLA2-III inh | GAA850 FXN act | DAX1 inh-1 | DAX1 inh-2 | ssDAF12 agonist | PLC-beta3 inh | hgDAF-12 ag | hcDAF12 agonist | PG9 binder | SMARCA2 activ | Rev-erbA mod
O=C(CN1CCC(c2nc3ccccc3[nH]2)CC1)NCc1ccc2c(c1)OCO2 | -3 | -0.3 | -0.6 | 1.4 | -1.5 | 0 | 0.7 | -2.3 | -1.1 | -2 | -2
Cc1ccc(NC(=O)[C@H](Cc2c[nH]c3ccccc23)NC(=O)[C@@H]2Cc3ccccc3CN2)c(C)c1 | -7 | -9.6 | -3.3 | -2.8 | -1.2 | 1 | -7.3 | -0.1 | -0.7 | 1 | -5
CCCCC1Cc2[nH]c(=S)[nH]c(=O)c2C(c2cccc3ccccc23)O1 (stereo not given) | -5 | . | 1.4 | . | -0.7 | 0 | -3.2 | -0.9 | -0.2 | -5 | -5
CC(C)OC(=O)/C(C#N)=C\c1cccnc1 | -3 | 1.0 | -0.6 | 2.1 | -1.5 | 1 | -0.9 | 1.8 | -0.9 | -1 | -4
N#C/C(=C\c1ccccc1C(=O)O)c1nc2ccccc2[nH]1 | -5 | 3.0 | 0.0 | 4.4* | -0.3 | -311 | 3.7 | 3.3 | -0.9 | 2 | -2
Cc1cc(C)cc(NS(=O)(=O)c2ccc3[nH]c(=O)ccc3c2)c1 | -5 | -2.3 | 0.2 | 0.4 | -1.2 | -3 | -3.5 | -1.4 | 0.3 | -4 | -3
Cc1cc(C)cc(NC(=O)Nc2ccc(NC(=O)c3ccccc3O)cc2)c1 | -11 | -1.4 | 0.4 | 0.2 | -0.8 | -7 | 0.3 | -2.3 | 0.6 | -4 | -4
Cc1c(C(=O)Oc2ccc(F)cc2)sc2ncn(Cc3cccc(F)c3)c(=O)c12 | 2 | 2.1 | -0.2 | -0.9 | -1.2 | 0 | -1.1 | -1.5 | -1.8 | 1 | 1
Cc1ccccc1C=Nc1ccccc1C(N)=O | 0 | -5.4 | -2.5 | -2.5 | -0.8 | -420 | -1.4 | -2.5 | 0.5 | -2 | -2
NNc1nc(-c2ccccc2)c2ccccc2n1 | 2 | -0.1 | -0.9 | 0.7 | -0.7 | -92 | -5.0 | -1.4 | -0.6 | -1 | .
COCc1nc2ccccc2n1Cc1ccccc1 | -1 | -0.4 | 0.5 | 0.6 | -0.8 | 0 | 1.8 | -0.1 | -0.1 | 2 | 3

The order is random (roughly 7% active in at least one column).
